Screening data: PubChem, several laboratories
sPLA2-III inh: Blocks human group III sPLA2 activity; QFRET BODIPY PC-A2 liposome hydrolysis, fluorescence; inhibition, % at 12.2 µM; 0.56% of 370,000 active; AID 743126;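 active = inhibition above mean plus 3 SD of compounds lying within the high and low control bounds, cut at about 19% in these data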;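 also: 0% = median of test compound wells and 100% = no enzyme DMSO wells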
Target sequence (Q9NZ20 whole entry, looked up): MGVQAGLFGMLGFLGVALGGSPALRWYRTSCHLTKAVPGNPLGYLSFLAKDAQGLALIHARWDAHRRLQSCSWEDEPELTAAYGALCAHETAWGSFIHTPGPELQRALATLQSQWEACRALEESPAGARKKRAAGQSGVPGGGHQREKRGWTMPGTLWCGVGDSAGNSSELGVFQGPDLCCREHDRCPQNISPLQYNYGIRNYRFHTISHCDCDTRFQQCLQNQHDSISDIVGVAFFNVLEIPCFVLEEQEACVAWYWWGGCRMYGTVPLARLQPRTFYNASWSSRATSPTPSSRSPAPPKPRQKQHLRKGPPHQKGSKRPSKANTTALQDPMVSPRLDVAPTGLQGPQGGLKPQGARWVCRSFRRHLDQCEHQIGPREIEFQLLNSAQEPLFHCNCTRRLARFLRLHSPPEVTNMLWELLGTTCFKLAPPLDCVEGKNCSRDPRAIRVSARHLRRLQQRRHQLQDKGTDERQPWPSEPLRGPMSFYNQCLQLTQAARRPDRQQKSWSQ
ASAP1 GAP inh: blocks human ASAP1-stimulated Arf1 GTP hydrolysis | GDP FP detection | inhibition, % at 16.5 µM | Q9ULH1 | 0.19% of 360,000 active | AID 624377; in the data active = inhibition above about 25%;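 also: 0% = vehicle with enzyme and substrate and 100% = no enzyme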
DDE Tn7 FP inh: inhibitors of Tn7 peptide binding to human fibrin DD(E). inhibition, % at 8.3 µM. P02675. AID 720508. FP displacement of FITC-Tn7 peptide from fibrin DD(E); 0% = median of compound wells per plate. 0.13% of 370,000 active;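 active = inhibition above the mean of compounds falling within the control limits plus 3 SD of them, cut at about 14% in these data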;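 also: 0% = plate median of compound wells and 100% = 10 µM Aha-Tn7 peptide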
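Also added: labelled Tn7 tracer, 0.1 µM; Assay system: human fibrin DD(E) protein; Amount: 2 µM fibrin DD(E); Schedule: 10 min compound pre-incubation, 3 h probe incubation at room temperature; Repeats: one replicate per compound; Read-out basis: percent inhibition; Measured by: fluorescence polarization of the labelled Tn7 tracer.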
proKLK7 act: activates the human kallikrein-7 zymogen | purified proKLK7, EDANS-DABCYL substrate fluorescence; 100% is mature enzyme control, 0% vehicle | activation, % at 7 µM | 0.9% of 370,000 active | P49862;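 active = activation above the mean of all tested compounds plus 3 SD, computed per campaign excluding outliers beyond control limits, cut at about 13% in these data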
Target sequence (P49862 whole entry, looked up): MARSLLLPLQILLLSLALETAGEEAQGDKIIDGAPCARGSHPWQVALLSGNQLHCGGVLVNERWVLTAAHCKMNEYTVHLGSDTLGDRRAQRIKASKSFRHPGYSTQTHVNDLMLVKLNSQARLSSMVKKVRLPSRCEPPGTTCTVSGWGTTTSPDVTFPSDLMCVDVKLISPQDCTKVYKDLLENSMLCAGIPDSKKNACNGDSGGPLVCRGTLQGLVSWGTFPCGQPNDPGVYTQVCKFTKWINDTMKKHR
PLCg1 inh: blocks human PLC-gamma1 enzyme activity; purified PLC-gamma1, fluorogenic substrate, fluorescence; 0.84% of 370,000 active; AID 720700; P19174; inhibition, % at 12.2 µM; in the data active = inhibition above about 9.5%
NR1D1 modulator: Rev-erb alpha (human) modulation; P20393; AID 1259318; activity, % at 10 µM; 0.79% of 370,000 active; Rev-erbα–FITC-DNA binding, fluorescence polarization, 90 min;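 active = activity above about 14%, limit read from the data; passing the limit was not always enough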;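 also: 0% = DMSO wells with 35 nM protein and 100% = DMSO wells with 750 nM protein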
Tn6 DDE FP: disrupts Tn6 cyclic peptide binding to fibrin D-Dimer-E complex; P02675; Fibrin DD(E) TRITC-Tn6 fluorescence polarization displacement; inhibition, % at 8.3 µM; 0.21% of 370,000 active;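 active = inhibition above a per-campaign cutoff: mean of compounds within control limits plus 3 SD, cut at about 15% in these data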;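 also: 0% = median of all compound wells on the plate and 100% = blocking peptide control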
ARFGAP1 inhibitor: inhibits rat ARF GTPase activating protein 1; AID 651572; inhibition, % at 16.5 µM; Arfgap1-stimulated ARF1 GTP hydrolysis, GDP FP detection; 0.26% of 360,000 active; Q62848;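 active = inhibition above a per-plate limit, mean inhibition of low control wells plus 3 SD, cut at about 25% in these data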;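 also: 0% = DMSO wells with enzyme and 100% = wells lacking Arfgap1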
Target sequence (Q62848 1-136 limits assumed): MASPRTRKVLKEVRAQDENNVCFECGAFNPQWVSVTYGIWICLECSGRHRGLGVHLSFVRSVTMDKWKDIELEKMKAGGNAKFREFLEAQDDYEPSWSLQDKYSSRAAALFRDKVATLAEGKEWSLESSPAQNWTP
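material = rat Arfgap1 catalytic domain, aa 1-136 | also added = human ARF1(Δ1-17)-GTP substrate | compound dosing = one concentration, 16.5 µM, DMSO 1.26% | times = GTP hydrolysis reaction 2 h at 25 °C | measured by = FP, GDP Alexa 633 tracer displaced from anti-GDP antibody, 620/688 nm | evaluation = percent inhibition of Arfgap1-stimulated GTP hydrolysis | replication = single well per compound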
UHRF1 binding: human UHRF1 methylated DNA binding inhibitors. UHRF1 binding to methylated oligo, TR-FRET. AID 687016. inhibition, % at 4.4 µM. 0.75% of 370,000 active; in the data active = inhibition above about 21%;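 also: UHRF1 SRA domain binding a hemimethylated CpG hairpin DNA probe; 0% = median of test compound wells and 100% = reference inhibitor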
PLC-beta3 inh: blocks human PLC-beta3 enzyme activity; Q01970; Purified PLC-beta3, fluorogenic substrate, fluorescence; inhibition, % at 12.2 µM; 0.18% of 370,000 active; in the data active = inhibition above about 11%;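 also: 0% = median of compound wells on plate and 100% = full blocker control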
An asterisk follows results filed as active; i = inactive; x = no result given.

cpd | structure | sPLA2-III inh | ASAP1 GAP inh | DDE Tn7 FP inh | proKLK7 act | PLCg1 inh
1 | CSc1nsc(SCCN2C(=O)c3ccccc3C2=O)n1 | -5 | -4 | -2 | 0.1 | 2
2 | Cc1ccc(NS(=O)(=O)c2c(C(=O)N3CCCCCC3)c(C)n(C)c2C)c(Cl)c1 | -2 | 8 | 2 | 0.8 | 2
3 | CCCCNS(=O)(=O)c1ccc2nc(SCC(=O)Nc3cccc(F)c3)[nH]c2c1 | -38 | -7 | -7 | 0.0 | 5
4 | O=C(CC(C(=O)N1CCc2ccccc21)n1ccnc1)N1CCc2ccccc2C1 (configuration not stated) | -9 | 16 | -6 | 0.7 | -3
5 | Cc1cc(C(C)(C)C)cc(S(=O)(=O)NCCc2ccncc2)c1C | -19 | 7 | 0 | 0.8 | 0
6 | COCc1nnc(NC(=O)CS(=O)(=O)Cc2ccccc2)s1 | 1 | -9 | -5 | -0.1 | 2
7 | N#Cc1ccc(/C=C\c2nccc3c2[nH]c2ccccc23)cc1 | -13 | -3 | 0 | -38 | i
8 | COc1cccc(OCc2ccc(Cn3nc(NC(=O)NCCc4ccc(OC)c(OC)c4)c4ccccc43)cc2)c1 | 7 | 3 | 2 | -0.2 | 3
9 | CN(CCc1ccccn1)C(=O)c1cccnc1Oc1ccccc1 | -2 | 4 | -2 | 0.4 | 2
10 | COc1ccccc1NC(=O)Cc1nnc(SCC(=O)Nc2ccc(F)cc2F)n1C | 5 | 2 | -5 | -0.1 | 1

cpd | NR1D1 modulator | Tn6 DDE FP | ARFGAP1 inhibitor | UHRF1 binding | PLC-beta3 inh
1 | 2 | 5 | 2 | -4 | 2
2 | 0 | -7 | 10 | 2 | -8
3 | 0 | 1 | 14 | 4 | 2
4 | 2 | -9 | -3 | 0 | -18
5 | 2 | 21* | 2 | -3 | -3
6 | 1 | 1 | -9 | -2 | -5
7 | 3 | -1 | 13 | -1 | i
8 | 1 | 4 | 11 | 0 | 0
9 | -5 | -2 | -1 | 1 | -4
10 | 11 | -4 | 4 | 1 | -8

(cont.)
cpd | structure | sPLA2-III inh | ASAP1 GAP inh | DDE Tn7 FP inh | proKLK7 act | PLCg1 inh
11 | Cc1cccc(NC(=O)COC(=O)c2cccc3c2C(=O)c2ccccc2C3=O)c1C | -6 | -22 | -6 | 0.4 | 6
12 | O=C(CSc1n[nH]c(-c2ccccc2)n1)N1CCOCC1 | 1 | 5 | 6 | 0.4 | -1
13 | CC[n+]1c(/C=C/N(C)c2ccccc2)oc2ccccc21 | -4 | -21 | 0 | 0.6 | 4
14 | O=C(CSC1=NCCS1)NC(c1ccccc1)c1ccccc1 | -3 | -9 | 4 | 0.1 | -1
15 | Cc1cc(/C=N/NC(=O)CC2(C)OCCO2)c(C)n1-c1cc(Cl)cc(Cl)c1 | -7 | 8 | -4 | -0.8 | -4
16 | CCOC(=O)c1cc(-c2ccc(N3C(c4ccsc4)=Cc4ccccc4C3CC(C)=O)cc2)cc([N+](=O)[O-])c1 (configuration not stated) | 8 | 10 | 5 | -0.2 | -3
17 | COc1ccc(N=C2C=CC(=O)O2)cc1 | 2 | 7 | -2 | 0.0 | 2
18 | C=CCN(C(=O)c1csnn1)C(C(=O)NC1CCCCC1)c1ccc(Cl)cc1 (configuration not stated) | 1 | -17 | 10 | 0.1 | 3
19 | O=C(Nc1ccc(N2CCOCC2)c2nonc12)C1CCCC1 | -9 | -1 | -4 | -0.4 | -1
20 | O=C(c1ccc(Br)o1)N1CCN(CCOc2ccccc2)CC1 | -1 | -2 | -5 | 0.5 | 2

cpd | NR1D1 modulator | Tn6 DDE FP | ARFGAP1 inhibitor | UHRF1 binding | PLC-beta3 inh
11 | 2 | 5 | 8 | -12 | 3
12 | -3 | -8 | 5 | -3 | -7
13 | 1 | 9 | -3 | -4 | 3
14 | -1 | 3 | -10 | -1 | 2
15 | -1 | 5 | 12 | 0 | -6
16 | -1 | 7 | -5 | 5 | -3
17 | 2 | 8 | -11 | -2 | 5
18 | -7 | -2 | 4 | 0 | -1
19 | 3 | -9 | -8 | -18 | -2
20 | 2 | 4 | 2 | -2 | -4

Compound profiles (already shown). Order of values: sPLA2-III inh, ASAP1 GAP inh, DDE Tn7 FP inh, proKLK7 act, PLCg1 inh, NR1D1 modulator, Tn6 DDE FP, ARFGAP1 inhibitor, UHRF1 binding, PLC-beta3 inh
O=C(Nc1ccc(N2CCOCC2)c2nonc12)C1CCCC1 as listed: -9, -1, -4, -0.4, -1, 3, -9, -8, -18, -2
O=C(CSC1=NCCS1)NC(c1ccccc1)c1ccccc1 as listed: -3, -9, 4, 0.1, -1, -1, 3, -10, -1, 2
C=CCN(C(=O)c1csnn1)C(C(=O)NC1CCCCC1)c1ccc(Cl)cc1 (configuration not stated) as listed: 1, -17, 10, 0.1, 3, -7, -2, 4, 0, -1
O=C(c1ccc(Br)o1)N1CCN(CCOc2ccccc2)CC1 as listed: -1, -2, -5, 0.5, 2, 2, 4, 2, -2, -4
Cc1cccc(NC(=O)COC(=O)c2cccc3c2C(=O)c2ccccc2C3=O)c1C as listed: -6, -22, -6, 0.4, 6, 2, 5, 8, -12, 3

Next compounds:
cpd | structure | sPLA2-III inh | ASAP1 GAP inh | DDE Tn7 FP inh | proKLK7 act | PLCg1 inh
21 | O=C(N/N=C/c1ccc(OC(=O)c2ccc3c(c2)OCO3)cc1)c1cncc(Br)c1 | 3 | 7 | -11 | -0.1 | 2
22 | COC(=O)c1c(C(=O)OC)c(-c2cccc(C)c2)n2c1CS(=O)(=O)C2 | -2 | 6 | 6 | -0.2 | -1
23 | O=C(COc1cccc2ccccc12)Nc1cc(Cl)ccc1C(=O)O | -44 | 0 | -9 | 0.3 | -1
24 | C=CCOc1c(Br)cc(CNn2c(C)n[nH]c2=S)cc1OC | 12 | -7 | 1 | -0.3 | 4
25 | COC(=O)C1=C(C)N(c2cccc(Cl)c2)C(=O)C1 | -29 | 9 | 4 | 0.9 | -6
26 | O=S1(=O)CCN(c2ccccc2CC(c2c[nH]c3ccccc23)c2c[nH]c3ccccc23)CC1 | -85 | 2 | 1 | -0.8 | -1
27 | CC1=C(C(=O)OCCc2ccccc2)C(c2ccsc2)NC(=O)N1C (configuration not stated) | 0 | 2 | 1 | 0.2 | -4
28 | NC(=O)c1cccnc1OCC(F)(F)F | 3 | 3 | -1 | -0.7 | 1
29 | Cc1cc(C(=O)NCCCN2CCN(C3CCCCC3)CC2)n(-c2ccccc2)n1 | 0 | 8 | -1 | -0.3 | 2
30 | COc1ccc(-n2c(=O)c3ccccc3n(CC(=O)Nc3ccccc3OC)c2=O)cc1 | 1 | -1 | -4 | -0.8 | 1

cpd | NR1D1 modulator | Tn6 DDE FP | ARFGAP1 inhibitor | UHRF1 binding | PLC-beta3 inh
21 | 3 | -2 | 14 | 5 | 2
22 | -2 | 1 | -4 | 1 | 0
23 | 1 | -8 | -10 | 3 | -12
24 | -1 | -9 | -9 | 5 | 1
25 | -4 | -5 | -14 | 10 | -11
26 | 13 | -3 | 12 | 1 | -6
27 | 5 | 6 | -1 | -3 | -3
28 | -2 | -4 | 4 | 1 | -6
29 | -2 | 4 | 2 | 1 | 2
30 | 1 | 2 | -5 | 0 | -2

(continued)
cpd | structure | sPLA2-III inh | ASAP1 GAP inh | DDE Tn7 FP inh | proKLK7 act | PLCg1 inh
31 | CNC(=S)N/N=C(\C)c1ccc(-n2ccnc2)cc1 | 13 | -1 | -3 | -0.3 | 1
32 | Cc1ccc(C(=O)CN2C(=O)NC3(CCc4ccccc43)C2=O)c(C)c1 (configuration not stated) | -4 | 0 | 4 | 0.4 | -1
33 | CN(CCO)c1ccc2c(c1)Oc1ccccc1CN(Cc1cn(Cc3ccc(F)cc3)nn1)S2(=O)=O | 4 | x | 6 | 0.8 | -1
34 | CCn1ccnc1[C@@H]1C[C@H]2CN(Cc3cccc(Cl)c3)C(=O)[C@]23CCCN13 | -1 | 12 | 0 | -0.3 | 1
35 | CCOC(=O)c1c(O)c2cc(Cl)ccc2n(CC)c1=O | 3 | 2 | 4 | 1.1 | -2
36 | Cc1ccc(S(=O)(=O)c2nc(-c3ccccc3)oc2NCCCN2CCOCC2)cc1 | -5 | 2 | 1 | -0.4 | -17
37 | CCCNS(=O)(=O)c1cc2c3c(c1)C(C)C(=O)N3CCC2 (configuration not stated) | -42 | -1 | -8 | 0.1 | -9
38 | CC1CN(C(=O)CS(=O)(=O)Cc2ccccc2)CC(C)O1 (configuration not stated) | 2 | -10 | 0 | -0.3 | 0
39 | Nc1cc(C(=O)OCC(=O)NCc2ccc(F)cc2)ccc1Cl | 1 | -4 | 2 | 0.8 | -23
40 | N=c1c2ccccc2nnn1-c1ccccc1[N+](=O)[O-] | 11 | 2 | 1 | 0.1 | 3

cpd | NR1D1 modulator | Tn6 DDE FP | ARFGAP1 inhibitor | UHRF1 binding | PLC-beta3 inh
31 | 4 | -2 | 16 | 0 | 0
32 | 1 | 0 | 6 | -3 | -8
33 | -10 | -10 | x | 5 | 0
34 | 7 | 4 | 6 | -3 | 1
35 | -3 | -2 | 4 | -1 | -5
36 | -4 | -4 | 5 | -1 | -24
37 | 3 | 4 | 3 | -2 | -24
38 | -4 | -1 | -15 | 3 | -20
39 | 5 | -1 | 4 | 5 | -31
40 | 4 | 8 | 4 | -6 | 1

Additional entries follow.
cpd | structure | sPLA2-III inh | ASAP1 GAP inh | DDE Tn7 FP inh | proKLK7 act | PLCg1 inh
41 | C(=C\c1ccncc1)/c1ccncc1 | 5 | -1 | -10 | 0.0 | 1
42 | Cc1cccc(S(=O)(=O)Nc2ccncc2)c1 | -17 | 0 | 4 | 0.6 | -1
43 | CCNc1nc(NC(C)C)nc(Oc2ccc(=O)n(C)n2)n1 | 1 | 8 | -4 | 0.2 | -2
44 | Cc1cccc(NC(=O)c2ccc(Cl)c(NC(=O)c3ccncc3)c2)c1C | 9 | 1 | -1 | 0.8 | 2
45 | Cc1cccn2c(CNCCCOc3cccnc3)c(C(=O)N3CCOCC3)nc12 | 1 | 13 | 2 | -0.1 | -2
46 | COc1ccc2oc(-c3ccccc3)cc(=O)c2c1 | -6 | -2 | 5 | 14* | i
47 | COC(=O)c1sc2nc(SCc3cccc(Cl)c3)n(N)c(=O)c2c1C | -4 | 5 | 2 | 0.7 | -4
48 | Cc1cccc(N(C)C(=O)c2cc3c(=O)[nH]c4ccc(C)cc4c3s2)c1 | 3 | -1 | -3 | -0.3 | 5
49 | Cc1cccc(Nc2nnc(SCC(=O)Nc3ncc(C(F)(F)F)cc3Cl)s2)c1C | -40 | 10 | -8 | 0.8 | -5

cpd | NR1D1 modulator | Tn6 DDE FP | ARFGAP1 inhibitor | UHRF1 binding | PLC-beta3 inh
41 | 1 | 4 | -6 | -5 | -7
42 | 1 | -4 | 4 | -2 | -5
43 | -1 | -6 | 2 | -1 | 1
44 | -2 | -3 | -8 | 2 | -4
45 | 1 | -2 | -2 | -1 | -1
46 | -8 | 5 | -5 | -13 | i
47 | 20 | -4 | 6 | -5 | 0
48 | 9 | 6 | 9 | 0 | 5
49 | -1 | -3 | -1 | 0 | -8
